Bioassay records as filed in PubChem BioAssay.
KB-V1 cytotox – kills drug-selected multidrug resistant KB-V1 cells; KB-V1 MDR cells viability, CellTiter-Glo, 72 h; AID 1347076; Potency, µM (series often up to 46.1 µM), for inactives: at the highest dose activity change, negative = cytotoxicity, hits mostly cytotoxic; hit rate 3.4% among 400,000; note: potency is the fitted concentration of half-maximal effect; % is set by controls: 0 for no effect and ±100 for the full control effect; nearly all actives have a fitted effect of over 60% in size
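In this primary screen, KB-V1 cells overexpressing P-gp are incubated with library compounds (lowest to highest concentration) for 72 h at 37 degrees C before a luminescent ATP viability read.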
DRD3 agonist – activates the human D3 dopamine receptor. P35462. D3R DiscoveRx beta-arrestin cells, luminescence, 90 min. max activation, %. hit rate 0.58% among 410,000. AID 652048; in the data active = max activation above about 30%; note: 0% is about no effect; mostly tested at two doses, the higher about 12 µM
Target sequence (P35462 whole entry, looked up): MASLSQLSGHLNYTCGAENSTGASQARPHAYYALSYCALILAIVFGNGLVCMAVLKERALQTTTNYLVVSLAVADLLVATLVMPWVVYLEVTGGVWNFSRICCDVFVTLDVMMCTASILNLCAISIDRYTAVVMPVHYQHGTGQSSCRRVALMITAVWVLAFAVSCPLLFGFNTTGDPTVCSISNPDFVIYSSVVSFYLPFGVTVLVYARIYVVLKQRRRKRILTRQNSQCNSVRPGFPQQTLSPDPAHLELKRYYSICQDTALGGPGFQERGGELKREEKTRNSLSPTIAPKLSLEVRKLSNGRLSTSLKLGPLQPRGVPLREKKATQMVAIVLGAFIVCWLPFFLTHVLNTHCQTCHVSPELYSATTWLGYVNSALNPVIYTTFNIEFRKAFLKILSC
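Cells at 1500/well, incubated overnight, then treated with pinned compounds (dopamine as control) for 90 min at 37 degrees C. DiscoveRx reagent added for 30 - 60 minutes at room temperature; luminescence read.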
IL-1B inflam inh – blocks inflammasome-driven IL-1 beta release. THP-1 LPS/ATP IL-1B secretion, AlphaLISA, 16 h; stronger effect = lower value. activity change, % at 57.5 µM. hit rate 4.7% among 360,000; in the data active = activity change below about -50%; inconclusive = mostly about -30% to -49%; note: % is set by controls: 0 for no effect and ±100 for the full control effect
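THP-1 cells pretreated 1 hr with compounds (up to 57.5 uM final), then stimulated with LPS (250 ng/mL final) plus ATP (1.25 mM final); secreted IL-1B measured by AlphaLISA after 16 hr, decreased signal indicating inhibition.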
HT1080 IDH1KD tx – kills HT-1080 cells with IDH1 knockdown | AID 686971 | hit rate 2% among 360,000 | Potency, µM (titrated, usually from 46.1 µM), inactives show top-dose activity, negative = toxicity, most hits filed as cytotoxic | HT-1080 IDH1 knockdown viability, ATP luminescence, 48 h;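 note: potency is the fitted concentration of half-maximal effect; 0% = DMSO wells and -100% = cell-free medium wells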
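Cytotoxicity counter-line: IDH1KD HT-1080, 48 h, CellTiter-Glo. Curves classed by r2, magnitude and activity.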
HEK293 tox – cytotoxicity counter-screen for GLP-1 receptor inverse agonists; HEK293 cAMP-luciferase reporter cells, luminescence, 24 h; Potency, µM (series often up to 38.3 µM), for inactives: top-dose activity change, negative = inhibition, hits mostly inhibitors; hit rate 0.13% among 410,000;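 note: loss of luciferase light is scored as toxicity; potency is the fitted concentration of half-maximal effect; % is set by controls: 0 for no effect and ±100 for the full control effect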
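Quantitative HTS format, 1536 wells, 200 cells/uL seeded. Compounds: 23 nL, 24 h, 37 °C. Detection: luciferase reagent, luminescence at 12 min RT; decreased signal taken as cytotoxic.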
MCF10A rereplic – inducers of DNA re-replication in MCF 10A breast cells | Potency, µM (highest dose often 46.1 µM), for the others: at the top dose activity, positive = re-replication, usual class: activators | AID 624296 | hit rate 2.9% among 350,000 | MCF 10A DNA re-replication, Hoechst nuclear intensity, 48 h; note: potency is the fitted concentration of half-maximal effect; % of control where 0% means no effect; nearly all actives have a fitted effect of over 50% in size
HT1080-NT tox – kills 2HG-producing HT-1080-NT fibrosarcoma cells | Potency, µM (top dose mostly 46.1 µM), without a hit: top-dose activity, negative = less viability, most hits filed as cytotoxic | HT-1080-NT fibrosarcoma viability, CellTiter-Glo ATP luminescence, 48 h | hit rate 1.6% among 360,000;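 note: NT is the 2HG producing partner of a matched IDH1 knockdown line; potency is the fitted concentration of half-maximal effect; 0% = DMSO-treated cells and -100% = media-only wells without cells; nearly all actives have a fitted effect of over 55% in size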
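Viability by CellTiter-Glo luminescence after 48 h compound exposure at 37C of HT-1080-NT cells (750/well, RPMI, 5% FBS). % activity scaled between DMSO wells and medium-only wells, then curve-fitted and categorized by curve class.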
SW480 rerep – DNA re-replication induction in SW480 cells | AID 624297 | Potency, µM (highest dose often 46.1 µM), inactives show at the top dose re-replication activation, actives largely listed as activators | hit rate 1.8% among 340,000 | SW480 DNA re-replication, Hoechst DNA content imaging, 48 h; note: potency is the fitted concentration of half-maximal effect; % of control where 0% means no effect; nearly all actives have a fitted effect of over 55% in size
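Cells (250 per well) received 23 nL compound or DMSO by pin tool and were kept 48 hr at 37 C, 5% CO2. Nuclei were then stained with Hoechst for 40 min and scanned for DNA content.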
KB-3-1 cytotox – KB-3-1 parental cell cytotoxicity; Potency, µM (highest dose often 46.1 µM), inactives show top-dose activity change, negative = cytotoxic, actives largely listed as cytotoxic; hit rate 1.4% among 400,000; KB-3-1 viability, CellTiter-Glo ATP luminescence, 72 h; AID 1347075; note: potency is the fitted concentration of half-maximal effect; % is set by controls: 0 for no effect and ±100 for the full control effect; nearly all actives have a fitted effect of over 60% in size
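Cytotoxicity measured as CellTiter-Glo luminescence after 72 h at 37 C. Compound titrations were pinned onto drug-naive KB-3-1 parental adenocarcinoma cells grown in DMEM with 10% FBS, and normalized data fitted to concentration-response curves.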
The depositor's hits bear a star; u = inconclusive; x = no result given; & = joins results of further samples; [ ] = remark or other dose. Unless noted, calls come from the whole dose curve; as a rule, active = well fitted curve in the direction sought with a large enough effect; inconclusive = small, poorly fitted or top-dose-only effect, or another doubt; inactive = no such curve, though single readings can be large; an effect the other way counts as inactive or inconclusive. No enrichment for hits; overall some 11% were active at least once.

SMILES	KB-V1 cytotox	DRD3 agonist	IL-1B inflam inh	HT1080 IDH1KD tx	HEK293 tox	MCF10A rereplic	HT1080-NT tox	SW480 rerep	KB-3-1 cytotox
O=C(Cc1ccc(Nc2nc3ccc(Br)cc3[nH]2)cc1)NCCc1cccs1	-9.4%	29.7	-19.3	-10.7%	-6.2%	u	-9.8%	-17.5%	-0.1%
Cc1ccccc1NC(=O)c1ccc(C)c(S(=O)(=O)NCc2cccnc2)c1	x	-1.9	-0.6	-1.7%	4.3%	3.5%	0.0%	0.2%	x
Cc1cc(=O)oc2cc(OC(=O)c3cncc(Br)c3)ccc12	2.6%	5.6	4.9	10.6%	2.0%	-4.4%	13.8%	-0.2%	16.3%
NC(Cc1ccccc1)c1csc(Nc2cc(Oc3ccccc3)ncn2)n1 (stereo not given)	u	-3.1	0.0	u	-23.6%	x	u	x	u
CCC(=O)n1nc(-c2ccc(OC)cc2)nc1N	14.9%	6.3	4.3	8.0%	-4.7%	-4.1%	9.9%	-3.5%	2.7%
COc1ccc(CNc2nc3c(S(=O)(=O)c4ccccc4)nnn3c3ccc(Cl)cc23)cc1	1.3%	4.6	x	x	7.2%	x	x	x	1.4%
O=C(CCCCn1ccc(=O)[nH]c1=O)Nc1ccc(O)c(C(=O)O)c1	14.7%	9.4	-2.2	12.1%	-9.1%	-0.5%	5.5%	1.2%	7.6%
O=C(O)CCCCCN1C(=O)/C(=C/c2ccncc2)SC1=S	-0.2%	4.4	-97.5*	-4.5%	-8.0%	u	0.3%	u	21.0%
COCCn1c(C)cc(C(=O)COC(=O)c2ccc(-n3nc(C)cc3C)cc2)c1C	0.0%	14.9	-7.4	1.2%	-9.8%	3.7%	22.3%	-0.4%	0.3%
O=C(c1cc([N+](=O)[O-])ccc1N1CCCCC1)N1CCCC1	u	4.9	3.9	0.1%	-29.1%	9.2%	1.2%	6.7%	2.7%
O=C(OCC(=O)N1CCN(C(=O)COC(=O)c2ccccc2NCCO)CC1)c1ccccc1NCCO	-10.5%	-4.7	-1.6	9.1%	0.4%	3.6%	3.1%	-39.8%[inhibitor]	-11.1%
O=C(CSc1ccccn1)C12CC3CC(CC(C3)C1)C2	-23.6%	-4.4	9.7	-17.7%	-18.6%	25.3%	-2.2%	-16.6%	-6.6%
Cc1cc(CNC(=O)CCc2nnc(CCCCc3ccccc3)o2)nn1C	-17.0%	6.6	-0.8	20.1%	7.8%	0.0%	-16.6%	-15.7%	-1.8%
CC(C)(C)NC(=O)CSc1nc(-c2ccccc2)cc(=O)[nH]1	26.4%	8.0	25.8	-3.1%	-7.2%	20.4%	-1.3%	-7.8%	-3.1%
CSCCC(Nc1ccc(S(=O)(=O)N2CCOCC2)cc1[N+](=O)[O-])C(=O)OCC(=O)N(C(C)C)C(C)C (stereo not given)	-10.4%	4.4	-9.8	4.0%	-5.0%	10.6%	7.2%	-7.6%	0.4%
Clc1ccc(OCc2cn3cccnc3n2)c2ncccc12	10.4%	-8.7	-16.2	2.4%	-11.0%	-1.7%	0.9%	-8.2%	6.4%
O=C(NC1CCCCC1)NC1C2CC3CC(C2)CC1C3 (stereo not given)	28.7%	-0.6	9.5	-0.5%	-11.5%	-46.3%[inhibitor]	5.3%	-6.0%	11.2%
CN/C(=C\[N+](=O)[O-])NCCSCc1csc(CN(C)C)n1	16.4%	16.7&6.6	0.2	6.7%	2.7%	-2.0%	-5.6%	-7.4%	0.0%
COc1ccc(Cl)cc1NC(=O)CCNC(=O)Cn1ccc2ccccc2c1=O	-12.4%	-1.6	5.0	8.1%	11.6%	-0.6%	10.9%	-5.3%	u
COc1cc(-c2nnc(SC/C=C/c3ccccc3)n2N)cc(OC)c1OC	u	6.6	0.0	-0.7%	-17.6%	19.1%	-1.9%	-8.6%	u
C/C=C/c1ccc(OCCN2CCc3ccccc3C2)c(OC)c1	u	-20.0	0.0	u	-1.3%	u	-2.0%	1.3%	-2.1%
COc1cc(OC)c(OC)cc1C#N	0.0%	-21.2	17.4	-1.6%	4.8%	-2.6%	-1.5%	2.0%	0.0%
Nc1nc2c(-c3ccc(Br)cc3)nnn2c2ccccc12	6.8%	-1.1	29.8	-3.6%	1.6%	5.17µM*	-1.6%	10.3µM*	-5.2%
O=C1C=C(c2cccc(Cl)c2O)C[C@@H](c2ccc(Cl)cc2)C1	0.0%	0.7	-0.8	-10.8%	-0.2%	9.4%	-17.7%	-4.8%	-0.8%

Quoted from the listing.
`Clc1ccc(OCc2cn3cccnc3n2)c2ncccc12` @ KB-3-1 cytotox: 6.4%
`CC(C)(C)NC(=O)CSc1nc(-c2ccccc2)cc(=O)[nH]1` @ HT1080 IDH1KD tx: -3.1%

Next part
SMILES	KB-V1 cytotox	DRD3 agonist	IL-1B inflam inh	HT1080 IDH1KD tx	HEK293 tox	MCF10A rereplic	HT1080-NT tox	SW480 rerep	KB-3-1 cytotox
CN(Cc1ccccc1)C(=O)c1cc(S(=O)(=O)N2CCOCC2)cn1C	16.6%	0.9	14.1	3.1%	-18.9%	-4.6%	-0.6%	-11.9%	25.8%
COC(=O)c1c(NC(=O)c2cccs2)sc2c1CCC(C)C2 (stereo not given)	-0.6%	0.2	-12.4	5.4%	2.0%	-3.4%	9.9%	-5.5%	16.4%
CN(CC(=O)Nc1ccc(F)cc1F)S(=O)(=O)c1ccc(C(=O)N2CCOCC2)s1	7.2%	-4.6	x	x	0.1%	x	x	x	-3.8%
COc1ccc(NCc2ccc(OC)c(Cn3ccnc3)c2)c(OC)c1	u	0.9	-69.0*	-7.4%	-2.1%	1.7%	-5.2%	-4.2%	-5.4%
Cc1ccc(SCC(=O)OCc2csc(CC(=O)Nc3ccccc3C)n2)cc1C	u	0.5	5.1	5.2%	-0.8%	u	4.1%[9.24 µM]	3.9%	6.3%
CC(=O)Nc1ccccc1OCc1nnc(-c2ccccc2Cl)o1	-14.7%	-0.6	19.9	-19.7%	10.3%	0.7%	5.2%	-61.4%[inhibitor]	3.5%
COCCNC(=O)C1CCN(S(=O)(=O)c2c(C)noc2/C=C/c2cccs2)CC1	13.4%	-4.1	-19.8	13.1%	2.3%	-3.2%	12.3%	12.0%	26.1%
CCCCNC(=O)C[C@@H]1C[C@@]2(C(=O)OCC)CCCC=C2N(CCc2ccc(OC)c(OC)c2)C1=O	u	2.9	3.8	19.1%	-7.8%	x	3.0%	x	13.2%
COc1cc(/C=C/C(=O)O)ccc1OS(=O)(=O)c1cc(C)ccc1C	-13.5%	-8.9	18.3	9.6%	13.4%	0.6%	16.0%	7.8%	28.6%
Cc1cc(NC2C3CC4CC(C3)CC2C4)n2ncnc2n1 (stereo not given)	-2.6%	1.9	35.8	8.8%[9.24 µM]	-22.3%	u	-5.5%	u	8.5%
CS(=O)(=O)N(Cc1ccc(Cl)cc1)c1ccc(C(=O)N/N=C/c2cc3ccccc3nc2Cl)cc1	11.3%	-0.8	3.2	8.7%	-2.3%	-0.4%	2.0%	-8.0%	0.1%
Cc1cccc(NC(=O)COC(=O)c2ccc3c(=O)n4c(nc3c2)CCC4)c1	4.6%	1.9	-1.3	10.2%	-7.0%	u	8.9%	1.9%	10.0%
CC1CCN(C(=O)C(Cc2ccccc2)NS(=O)(=O)c2ccc3c(c2)oc(=O)n3C)CC1 (stereo not given)	-1.9%	-3.0	-6.7	1.8%	1.1%	0.9%	-12.6%	-11.9%	-10.6%
CCOc1ccc(S(=O)(=O)c2c[nH]c3ccccc3c2=O)cc1	u	-7.3&1.2	-2.7	-0.2%	4.5%&4.5%	-1.3%	0.3%	0.6%	-5.3%&-1.1%
O=C(Nc1ccc(F)cc1F)c1ccc(-n2cccn2)c([N+](=O)[O-])c1	-15.4%	-4.3	29.0	-0.9%	-6.7%	3.1%	-0.1%	u	9.9%
O=C(CNC(=O)N1CC(=O)Nc2ccccc21)Nc1cccc(F)c1	u	7.5	-3.7	20.7%	-0.2%	-11.1%	11.3%	-7.3%	0.0%
CCOc1nnc(C)c2c(C)n(-c3cccc(Cl)c3)nc12	-7.1%	4.5	-10.1	-7.6%	1.3%	10.3%	-10.3%	-7.3%	3.5%
CC(C)(C)c1cc(C(=O)O)n(Cc2ccc(Cl)cc2Cl)n1	-0.4%	2.7	22.7	-7.8%	-16.5%	-1.1%	-1.1%	-2.2%	-9.5%
CCC(C)c1ccc(OCC(=O)Nc2cccc(-c3nc4ncccc4o3)c2)cc1 (stereo not given)	9.5%	-15.5	x	x	-5.2%	x	x	x	-13.2%
CCOC(=O)C1(CCc2ccccc2)CCN(C(=O)CCc2cnn(C)c2)CC1	-4.6%	0.5	16.7	1.0%	4.7%	-12.8%	1.9%	-0.8%	-0.1%
CCc1cc(=O)n2[nH]c(C)c(-c3ccc(OC)cc3)c2n1	14.2%	-1.3	-7.3	2.7%	-5.0%	9.1%	-0.3%	-17.4%	3.5%
COC(=O)c1ccccc1NC(=O)CN1C(=O)COc2ccc(Cl)cc21	u	6.3	x	x	2.0%	x	x	x	-7.2%
NCc1ccccc1COc1ccccc1	3.5%	3.1	2.7	2.0%	-6.2%	1.6%	-1.5%	-3.1%	3.6%
CCOC(=O)C/C(C)=N/NC(=O)Nc1ccccc1	11.1%	1.9	-1.0	17.6%	-8.3%	8.2%	18.2%	-0.9%	13.3%
CC(C)(C)NC(=O)COC(=O)c1ccc(O)cc1	-6.0%	-1.6	2.1	-0.7%	3.0%	-6.7%	-2.7%	13.2%	-7.6%
CCN(CC)CCCNC(=S)N(Cc1cccnc1)Cc1cc2cc(C)cc(C)c2[nH]c1=O	16.9%	-2.9	-19.3	u	-28.9%	24.2%	-25.7%	14.9%	-15.7%
CCCC1=C(C(=O)OCC)C(c2cc(Cl)cc(OC)c2OCc2ccccc2)NC(=O)N1 (stereo not given)	2.1%	3.2	u	u	-8.8%	u	u	u	-3.8%
Cc1ccc([N+](=O)[O-])cc1S(=O)(=O)NCC1COc2ccccc2O1 (stereo not given)	-13.3%	2.2	12.5	-15.7%	0.0%	7.0%	0.9%	2.2%	-27.2%
